Compound activity (PubChem)
Mtb RmlCD inh = blocks M. tuberculosis RmlC and RmlD coupled enzymes; actives 0.03% (n = 160,000); inhibition, % at 3.6 µM; RmlC+RmlD coupled enzyme assay, percent inhibition; primary screen in compound mixtures; AID 1533; in the data active = inhibition mostly above about 34%, no sharp cut-off; also: some results filed as inactive read as strong as hits
Target sequence (P9WH09 whole entry, looked up): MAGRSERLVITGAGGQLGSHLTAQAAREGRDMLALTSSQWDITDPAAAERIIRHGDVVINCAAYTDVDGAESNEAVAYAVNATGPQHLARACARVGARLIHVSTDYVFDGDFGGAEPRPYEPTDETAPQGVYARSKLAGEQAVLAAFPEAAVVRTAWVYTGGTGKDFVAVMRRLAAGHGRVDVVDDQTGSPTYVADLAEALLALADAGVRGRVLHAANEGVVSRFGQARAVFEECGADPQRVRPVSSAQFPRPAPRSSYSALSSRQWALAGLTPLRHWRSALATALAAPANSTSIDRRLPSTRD
Target sequence (P9WH11 whole entry, looked up): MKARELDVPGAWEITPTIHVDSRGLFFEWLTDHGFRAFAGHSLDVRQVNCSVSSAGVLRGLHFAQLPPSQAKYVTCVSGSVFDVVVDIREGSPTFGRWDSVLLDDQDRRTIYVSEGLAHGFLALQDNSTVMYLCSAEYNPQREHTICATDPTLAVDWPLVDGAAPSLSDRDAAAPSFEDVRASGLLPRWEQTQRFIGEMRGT
GlmU inhibition = inhibition of mycobacterial GlmU enzyme – biochemical, glucosamine-1-phosphate acetyltransferase (AID 1376) | M. tuberculosis GlmU acetyltransferase enzyme assay; higher % means a stronger effect | one-dose inhibition, %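 (tested at 30 µM in the primary screen)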; IC50 in µM for titrated hits | actives 0.25% (n = 220,000); in the data active = inhibition above about 13%;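 also: 0% = complete reaction with vehicle and 100% = reaction without substrate; strong numbers were not always called active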
Numbers without * were called inactive; x = not tested or not shown.

Compound | Mtb RmlCD inh | GlmU inhibition
O=C(COc1ccc(Cl)cc1Cl)NC1CCSC1=O (stereo not given) | x | 2.7%
CCC(=O)Nc1cccc(-c2nnc(SCC(=O)c3ccccc3)n2C)c1 | x | -6.5%
NC(=O)COC(=O)c1cccc(NS(=O)(=O)/C=C/c2ccccc2)c1 | -7 | -2.1%
CCOc1ccc(NC(=O)C2CCN(S(=O)(=O)c3cccnc3)CC2)cc1 | -4 | -1.7%
O=C(CCCc1ccccc1)N1CCc2ccccc21 | 90 | 1.3%
N#Cc1ccc(Cn2cc(C(=O)c3ccco3)c3ccccc32)cc1 | x | 3.1%
CC(C)Cc1ccc(S(=O)(=O)Nc2ccccn2)cc1 | 1 | 0.8%
CCCc1nnc(SCc2ccc(C(=O)OC)o2)n1N | 3 | 0.6%
O=c1c2ccccc2sn1-c1ccc(S(=O)(=O)N2CCCC2)cc1 | x | -0.1%
Cc1sc2ncnc(N(C)CCc3ccccn3)c2c1C | x | 7.7%
Cc1c(C(=O)Nc2cccc(S(=O)(=O)N3CCCC3)c2)oc2ccccc12 | x | 1.7%
O=C(CN1C(=O)CCSc2ccccc21)Nc1cccc(F)c1 | -5 | 0.1%
N#Cc1ccc(NC(=O)c2nc(-c3ccccc3)n(-c3ccccc3)n2)cc1 | x | 1.9%
COc1ccc(NC(=O)CSc2nc3c(cc2C#N)CN(C)CC3)cc1 | 5 | 2.1%
CC(C(=O)NCC1CCCCC1)N(C)CC(=O)Nc1ccc(N2CCOCC2)cc1 (stereo not given) | -13 | 1.2%
CC(Sc1ccsc1[N+](=O)[O-])C(=O)NCCc1ccc(Cl)cc1 (stereo not given) | x | -3.9%
Cc1ccc(S(=O)(=O)N(C)C)cc1NC(=O)COC(=O)c1ccc2c(c1)OCO2 | -8 | -3.6%
Cc1ccc(CCN=c2c([N+](=O)[O-])nn(-c3ccccc3)n2O)cc1 | -10 | 0.2%
COc1ccc(Cn2c(CCC(=O)NCc3ccco3)nc3cccnc32)cc1 | -12 | 2.8%
Cc1cccc(NC(=O)c2cccc(N3C(=O)C4C5CCC(C5)C4C3=O)c2)c1C (stereo not given) | x | -0.6%
CC(C)C(=O)Nc1ccc2c(c1)nc(CCN1CCN(C)CC1)n2C | 5 | -0.9%
CCCNC(=O)C1(CC2CC(c3ccccc3)=NO2)CCN(C(=O)C2(C)CC2)CC1 (stereo not given) | x | -1.9%
COc1ccc(C(=O)OCC(=O)c2ccc(C)c(S(=O)(=O)N3CCOCC3)c2)cc1OC | 9 | -1.8%
CC(C)Cc1nc(C#N)c(N2CCC(C(N)=O)CC2)o1 | -5 | -4.7%
COc1ccc(NC2SC(=O)N(CC(=O)O)C2=O)cc1 (stereo not given) | x | 2.5%
COc1ccc(C(=O)NNC(=O)C(=O)Nc2ccc(C)c(Cl)c2)cc1 | -11 | 0.6%
CN(C)CCN(C(=O)c1ccc(Br)s1)c1nc2cc3c(cc2s1)OCCO3 | -7 | 0.4%
O=[N+]([O-])c1ccc(Nc2ccccc2F)nc1 | -8 | 1.8%
O=Cc1ccc(OC(=O)C2CC(=O)N(c3ccc(F)cc3)C2)cc1 (stereo not given) | x | -2.9%
CCN1CCCc2cc(CN(CCN3CCOCC3)C(=S)Nc3ccc(OC)cc3)ccc21 | 8 | -2.3%
CC(C)(C)n1ncc2c(=O)n(Cc3cccc(Cl)c3)cnc21 | -4 | -3.8%
Clc1cccc(Cl)c1COn1nnc2ccccc21 | -3 | 2.4%
CCCCC(=O)Nc1ccc(C(=O)Nc2nc(CC(=O)OCC)cs2)cc1 | -8 | 0.0%
Cn1c(CNC2CCCCC2)c(C#N)c2ccccc21 | -8 | 0.7%
CCOC(=O)N1CCN(S(=O)(=O)c2ccc(F)c(C(=O)Nc3ccc(C(C)C)cc3)c2)CC1 | x | 0.8%
Cc1ccc(NC(=O)c2cc(-n3cnnc3)ccc2Cl)c(C)c1 | -4 | -2.1%
O=C(NS(=O)(=O)c1ccccc1)c1ccccc1F | 3 | 6.0%
COc1ccc(Cn2c(-c3ccco3)nc3oc4ccccc4c(=O)c3c2=O)cc1 | 27 | 5.6%
CCOC(=O)n1c(=O)n(Cc2cccc(C)c2)c2ccccc21 | 63 | -0.7%
CCC(C)c1ccc(NC(=O)CN(C)CC(=O)Nc2cccc(OC)c2)cc1 (stereo not given) | 7 | -0.7%

Compound profiles, as listed above:
`CCCCC(=O)Nc1ccc(C(=O)Nc2nc(CC(=O)OCC)cs2)cc1` as listed: Mtb RmlCD inh: -8; GlmU inhibition: 0.0%
`COc1ccc(C(=O)NNC(=O)C(=O)Nc2ccc(C)c(Cl)c2)cc1` as listed: Mtb RmlCD inh: -11; GlmU inhibition: 0.6%

The list goes on:
Compound | Mtb RmlCD inh | GlmU inhibition
N#CC1(c2ccccc2)CCCN1C(=O)c1ccc(Br)o1 (stereo not given) | x | -1.5%
CCOC(=O)c1ccc(NC(=O)C2CCC(CNc3c(N4CCOCC4)c(=O)c3=O)CC2)cc1 (stereo not given) | 3 | -7.8%
C#CCOC(=O)Nc1ccc(OCC(F)(F)F)nc1 | -9 | 2.6%
CNC(=O)CN(C)S(=O)(=O)c1ccc(OC)c(Cl)c1 | -12 | -4.3%
CC(=O)N1CCc2c(sc(NC(=O)c3ccc(S(=O)(=O)N(C)C)cc3)c2C#N)C1 | x | 0.8%
O=C(CN1CCCCC1)Nc1c2c(nc3ccccc13)N(c1ccccc1)CC2 | 7 | -10%
Cc1cc(=O)c2cc(Br)ccc2n1CC(=O)NCc1ccccc1 | 4 | 0.7%
O=C(Nc1ccc(CN2CCCCC2)cc1)c1ccc2c(c1)OCO2 | 7 | -3.0%
CC(C)n1c(O)c(N=NC(=O)CNC(=O)CCc2ccccc2)c2ccccc21 | -4 | -1.4%
COC(=O)c1ccc(N2CCN(C(C)=O)CC2)c(NC(=O)COc2ccccc2C)c1 | 8 | 0.4%
O=C(Nc1cc(S(=O)(=O)N2CCOCC2)ccc1N1CCOCC1)c1cn2ccccc2n1 | 9 | 2.9%
COc1cc(C(=O)NCc2ccccc2)ccc1OC(F)F | 16 | -4.0%
Cc1cc(C)c(S(=O)(=O)n2ccc(-c3ccc(OCCN(C)c4ccccn4)cc3)n2)c(C)c1 | x | -1.5%
CCOc1ccc(-n2cnc3scc(-c4ccc(OC)c(OC)c4)c3c2=O)cc1 | 10 | 2.9%
O=S(=O)(NCCSc1ccccc1)c1ccc2c(c1)OCCO2 | x | 0.8%
CN(C(=O)Cn1nnc(-c2cccc(C(F)(F)F)c2)n1)C1CCCCC1 | x | 0.2%
Cc1ccc(-c2csc(NC(=O)c3cccc([N+](=O)[O-])c3C(=O)O)n2)cc1 | 11 | 2.1%
CC(CNC(=O)c1ccc(C(C)(C)C)cc1)CN(C)C (stereo not given) | -9 | 3.8%
COc1ccc(-c2cc(C(=O)Nc3cccc(S(=O)(=O)NCc4ccco4)c3)c3ccccc3n2)cc1OC | 0 | -0.7%
CCc1cc2cc(C)cc(C)c2[nH]c1=S | -11 | 7.4%

The listing continues:
Below each SMILES: Mtb RmlCD inh	GlmU inhibition
COc1ccc(C2SCCN2C(=S)Nc2ccc(Cl)cc2)cc1 (stereo not given)
→ -16	0.2%
O=C(c1ccccc1)N1CCSc2sccc2C1=O
→ -4	-2.3%
NS(=O)(=O)c1cccc(NC(=O)CN2CCCc3ccccc32)c1
→ 0	-1.6%
Cc1cccc(-c2nnc(N)s2)c1
→ 8	-2.4%
CCCS(=O)(=O)N1CCC(C(=O)NC2CCCC(C)C2C)CC1 (stereo not given)
→ x	-6.7%
COc1ccc(-c2nnc(Nc3ccc(S(=O)(=O)Nc4nccs4)cc3)c3ccccc23)cc1
→ -8	5.3%
Cc1ccc(OCC(=O)NNC(=O)C2CCN(c3nccc(C)n3)CC2)cc1
→ -5	-1.6%
CCOC(=O)C(NC(C)=O)C(=O)Nc1ccc(C)cc1C (stereo not given)
→ x	-0.8%
CNC(=O)O/N=C(\N)Cc1csc2ccc(Cl)cc12
→ 4	4.7%
CCC(C)(C)NC(=O)CN(CCc1cccc(C)c1)C(=O)c1csnn1
→ x	3.5%
Cc1ccc(C2=NN(S(=O)(=O)c3ccccc3)C(c3ccccc3O)C2)cc1 (stereo not given)
→ 19	x
Cc1ccc(-n2c(C)cc(/C([O-])=C(/C(=S)Nc3ccc(F)c(Cl)c3)[n+]3ccccc3)c2C)cc1
→ x	-2.4%
O=c1c2ccccc2nc(CNc2ccccc2)n1-c1ccccc1
→ 7	2.6%
O=C1C2ON(c3ccc(Cl)cc3)C(c3ccco3)C2C(=O)N1c1ccccc1 (stereo not given)
→ x	-3.7%
Cc1nc(-c2ccc3c(c2)CCC(=O)N3)cs1
→ -106	-0.7%
C#CC[N+](C)(C)CC#Cc1ccc(Cl)cc1
→ -9	-1.6%
CCOP(=O)(Nc1ccc2oc(=O)c3ccccc3c2c1)OCC
→ x	3.0%
O=C(C1CCCO1)N1CCN(C(=S)Nc2ccc(Cl)cc2)CC1 (stereo not given)
→ 48	0.5%
O=c1[nH]c(CN2CCN(S(=O)(=O)c3ccccc3C(F)(F)F)CC2)nc2sc3c(c12)CCCC3
→ x	-5.9%
COc1ccc(S(=O)(=O)N2CCN(c3ccccn3)CC2)cc1[N+](=O)[O-]
→ -46	7.9%
COC(=O)c1cc2sc(Cl)cc2n1CC(=O)Nc1cccc(SC)c1
→ 10	-3.7%
O=C1SCCC1NC(=O)C(c1ccccc1)c1ccccc1 (stereo not given)
→ -3	-0.5%
NCCCCCc1nnc(SCC(N)=O)o1
→ 3	-0.8%
COc1cc(/C=N/n2cnnc2)ccc1Oc1nc(Cl)ncc1F
→ -11	0.6%
COc1ccc(CN(Cc2ccc(C(=O)O)cc2)C(=S)Nc2ccccc2C)cc1OC
→ 5	-7.8%
O=C(CN1C(=O)c2ccccc2S1(=O)=O)c1ccccc1
→ x	-1.8%
CCCn1c(/N=C/c2ccccc2O)nc2ccccc21
→ -5	1.4%
Cc1cc(C)nc(NC(=S)Nc2ccc(F)cc2F)c1
→ -14	-1.1%
O=C(Nc1ccc(Cl)cc1)C1CC=CCC1C(=O)OCC(F)(F)C(F)F (stereo not given)
→ 4	-2.1%
CC1(C)CC(=O)C/C(=N\NC(=O)C2CC23CCC3)C1 (stereo not given)
→ 2	-1.6%

Among those listed so far, these contain a furan ring, fused or not:
Below each SMILES: Mtb RmlCD inh	GlmU inhibition
N#Cc1ccc(Cn2cc(C(=O)c3ccco3)c3ccccc32)cc1
→ x	3.1%
CCCc1nnc(SCc2ccc(C(=O)OC)o2)n1N
→ 3	0.6%
Cc1c(C(=O)Nc2cccc(S(=O)(=O)N3CCCC3)c2)oc2ccccc12
→ x	1.7%
COc1ccc(Cn2c(CCC(=O)NCc3ccco3)nc3cccnc32)cc1
→ -12	2.8%
COc1ccc(Cn2c(-c3ccco3)nc3oc4ccccc4c(=O)c3c2=O)cc1
→ 27	5.6%
N#CC1(c2ccccc2)CCCN1C(=O)c1ccc(Br)o1 (stereo not given)
→ x	-1.5%
COc1ccc(-c2cc(C(=O)Nc3cccc(S(=O)(=O)NCc4ccco4)c3)c3ccccc3n2)cc1OC
→ 0	-0.7%
O=C1C2ON(c3ccc(Cl)cc3)C(c3ccco3)C2C(=O)N1c1ccccc1 (stereo not given)
→ x	-3.7%

The list goes on:
Below each SMILES: Mtb RmlCD inh	GlmU inhibition
O=S(=O)(Nc1ccc(Cl)cc1)c1ccc(N2CCOCC2)c(NC(=S)NCCN2CCOCC2)c1
→ -11	1.6%
CCOC(=O)c1c(C)[nH]c(C(=O)OC/C(O)=C(\C#N)c2nc3ccccc3[nH]2)c1C
→ x	-5.9%
Cc1ccc(S(=O)(=O)NCCC(=O)Nc2nnc(C)s2)cc1
→ 1	-5.9%
COc1ccc(CCN2C(=NC(=O)C(C)C)SC3CS(=O)(=O)CC32)cc1OC (stereo not given)
→ -9	1.9%
CCc1ccc(C(=O)COC(=O)c2cncc(Br)c2)cc1
→ 1	-3.7%
C#CCSc1nnnn1-c1ccc(Br)c(C)c1
→ 83	-5.4%
Cc1ccc2nc(-c3ccccn3)cc(C(=O)Nc3ccc4c(c3)OCO4)c2c1
→ -1	-4.2%
O=C(O)c1ccccc1C(=O)NNc1ccc(F)cc1F
→ -2	x
O=C(Nc1ccc(-c2nc3ccccc3[nH]2)cc1)C1CCCO1 (stereo not given)
→ 5	-5.2%
CCCS(=O)(=O)N1CCN(C2Cc3ccccc3C2)CC1
→ x	-1.3%
CC(=O)c1c(C)[nH]c(=S)c(C#N)c1-c1ccc(F)cc1
→ 10	0.7%
CCOc1ccc(C(=O)NCC(c2cccs2)N(C)C)cc1 (stereo not given)
→ -5	0.5%
O=C(NNC1=Nc2cccc3cccc1c23)c1ccccc1Br
→ 10	0.3%
Cc1cc(-c2ccccc2)c2c3c(cn2n1)c(=O)n(C)c(=O)n3C
→ 2	2.0%
CCOC(=O)c1sc(NC(=O)CSC(=S)N2CCOCC2)nc1C
→ -4	2.7%
COc1ccc(NC(=O)CCC(=O)N/N=C/c2ccc([N+](=O)[O-])s2)cc1
→ 51	-7.9%
COc1cc(C2C(C#N)=C(C)NC3=C2C(=O)CC(C)(C)C3)ccc1O (stereo not given)
→ x	-0.8%
Cc1nc2ccccc2c(-c2ccccc2)c1C(=O)c1ccccc1
→ x	1.9%
Cc1ccc(OCc2nnc(SCC(=O)Nc3sc(C)c(C)c3C#N)n2C)cc1
→ 8	2.1%
CN(C)CCC(O)c1ccccc1 (stereo not given)
→ 1	4.0%
CCc1ccc(N(CC)c2ncnc3nc[nH]c23)cc1
→ -10	6.3%
CN(C)c1nc(SCc2ccc(Cl)cc2)nc2c1CCCC2
→ -14	2.8%
CCN1CC(CNCc2cn(-c3ccc(OC)cc3)nc2-c2ccccc2Cl)CC1=O (stereo not given)
→ 4	-1.1%
Fc1cccc(NC(=S)NCC(c2cccnc2)N2CCOCC2)c1 (stereo not given)
→ -9	2.1%

These rows are one share of the data, so the mix of outcomes need not match the whole.
